GPR55 antagonists = inhibition of LPI-stimulated GPR55 beta-arrestin translocation – imaging, U2OS, beta-arrestin-GFP, LPI agonist, primary screen (AID 2013). 290,000 compounds, 0.13% hits. inhibition, % at 10 µM, or IC50 in µM where a hit was titrated. U2OS GPR55 beta-arrestin-GFP translocation imaging, LPI antagonism; higher % means a stronger effect;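 active means spots per cell inhibited over 60%, with over 100 cells counted and total cytoplasm intensity under 500,000; inconclusive means wells with under 100 cells, flagged as likely toxic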;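 further: U2OS cells stably carrying GPR55 and arrestin-GFP stimulated by 5 µM LPI near EC80; imaged beta-arrestin-GFP aggregate spots per cell after agonist stimulation; plate controls were LPI-stimulated DMSO wells for no effect and DMSO wells without LPI for full effect; some results filed as inactive read as strong as hits; confirmed hits need IC50 under 10 µM and bright autofluorescent wells are also inconclusive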
Hep lipid drop = modulators of hepatic lipid droplet formation. 240,000 compounds, 0.4% hits. AML12 mouse hepatocytes, oleate lipid droplets, BODIPY imaging. inhibition, % at 6.5 µM;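 active means lipid droplet intensity inhibited by at least 50%, with more than 500 cells counted; inconclusive means wells with under 300 cells, treated as cytotoxic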
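System: AML12 hepatocytes (mouse). Probe or stimulus: oleic acid at 100 µM to induce lipid droplet formation. Times: overnight treatment with compound plus oleate. Detection: Image-based BODIPY and DAPI two-channel analysis. Evaluation: percent inhibition of filter-corrected integrated lipid droplet intensity per well.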
GPR35 arrestin U2OS = GPR35 antagonists blocking zaprinast-driven arrestin recruitment, primary screen, imaging, U2OS, beta-arrestin-GFP, zaprinast agonist (AID 2058). 290,000 compounds, 0.052% hits. U2OS GPR35 beta-arrestin-GFP translocation imaging, zaprinast antagonism; higher % means a stronger effect. one-dose inhibition, % at 10 µM; IC50 in µM for titrated hits;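 active means inhibition of at least 50% with at least 30 cells and total cytoplasm GFP at most 10,000,000; inconclusive means under 30 cells or total GFP of 10,000,000 plus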
T cell HTS = modulates CD8 T cell binding to vesicles; calls only at 7 µM; 330,000 compounds, 0.068% hits; 2C CD8+ T cell-vesicle binding, flow cytometry; active compounds read low; AID 2052;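 active means response, share of CD8 T cells binding vesicles, and their 90th percentile fluorescence all below set limits, cut at about 80% in these data, passing the limit was not always enough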
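Benchmarks: naked versus QL9-loaded vesicles / Assay system: purified 2C TCR transgenic mouse naive CD8+ T cells / Technique: high-throughput flow cytometry with anti-B7-1 and anti-CD8 staining / Timing: Cell–vesicle co-incubation 1.5 h at 37 °C, staining 20 min on ice / Read-out: percent CD8+ FL2 mean versus row control / Probe or stimulus: QL9-loaded Drosophila micro-vesicles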
Rac1 GTP hydrolysis = MgcRacGAP GTPase-activating activity inhibitors, confirmation, biochemical, ADP Hunter fluorescence; AID 624330; inhibition, % at 30 µM, or IC50 in µM where a hit was titrated; 340,000 compounds, 0.6% hits; MgcRacGAP-stimulated Rac1 GTP hydrolysis, ADP Hunter fluorescence; higher % means a stronger effect; GST-tagged Rac1 F28L mutant substrate;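 active means first-screen hits whose inhibition reached a set limit at any dose in the follow-up dose series; inconclusive means inhibition above the set first-screen limit but never retested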;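 further: fluorescence reports GDP produced by GAP-driven GTP hydrolysis; strong numbers were not always called active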
SV40 large T antigen = TAg ATPase/helicase activity blockers – biochemical (AID 1903). one-dose inhibition, % at 20 µM; IC50 in µM for titrated hits. 310,000 compounds, 0.39% hits. SV40 large T antigen ATPase/helicase inhibition assay; higher % means a stronger effect; in the data active means a potency from the dose series; inconclusive means inhibition mostly from about 32% at the one dose, without a potency; inactive means the rest, 99 in 100 with inhibition below about 32%; further: strong numbers were not always called active
NTR1 agonist = agonists of NTR1, primary screen, imaging, U2OS cells, beta-arrestin-GFP, high content (AID 493036); P30989; NTR1-U2OS beta-arrestin-GFP spot imaging, agonist mode; activation, % at 20 µM; 330,000 compounds, 0.17% hits;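 active means activation at or above 40% of the spot to cytoplasm intensity ratio, with at least 20 cells analyzed; inconclusive means wells under 20 cells, flagged as cytotoxic or low count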;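 further: 0% = DMSO without peptide and 100% = 100 nM NTR1 peptide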
Target sequence (P30989 whole entry, looked up): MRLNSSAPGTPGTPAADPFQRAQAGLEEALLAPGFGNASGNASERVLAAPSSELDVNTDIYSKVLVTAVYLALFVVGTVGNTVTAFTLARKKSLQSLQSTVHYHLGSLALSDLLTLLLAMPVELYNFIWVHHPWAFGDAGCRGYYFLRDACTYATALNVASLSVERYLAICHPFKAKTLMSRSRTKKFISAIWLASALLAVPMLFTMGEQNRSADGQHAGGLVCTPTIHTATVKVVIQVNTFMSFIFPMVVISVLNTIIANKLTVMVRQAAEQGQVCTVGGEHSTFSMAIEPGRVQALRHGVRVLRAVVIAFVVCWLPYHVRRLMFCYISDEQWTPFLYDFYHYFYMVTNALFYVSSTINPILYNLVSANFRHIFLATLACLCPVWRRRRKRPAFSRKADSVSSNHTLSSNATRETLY
LYP phosphatase = PTPN22 lymphoid phosphatase activity blockers – biochemical, fluorescence intensity, uHTS (AID 1779); 290,000 compounds, 0.054% hits; recombinant LYP phosphatase, fluorescence intensity; higher % means a stronger effect; inhibition, % at 11.5 µM, or IC50 in µM where a hit was titrated; in the data active means inhibition above about 50%;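 further: plate controls were vehicle with enzyme for no effect and no enzyme for full effect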
GPR55 beta-arrestin = GPR55 agonists via beta-arrestin recruitment, primary screen, imaging, U2OS cells, beta-arrestin-GFP redistribution (AID 1961) | U2OS GPR55 beta-arrestin-GFP redistribution imaging; higher % means a stronger effect | activation, % at 10 µM, or EC50 in µM where a hit was titrated | 290,000 compounds, 0.048% hits;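 active means activation above 40% with more than 50 cells counted in the well; inconclusive means wells holding fewer than 50 cells, flagged as toxic or sparse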;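 further: U2OS osteosarcoma cells stably expressing GPR55 and beta-arrestin-GFP; plate controls were DMSO negative control for no effect and LPI positive control for full effect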
Hep lipid drop cells 6.5 µM = recorded beside Hep lipid drop, whose call it bears; cell count; measured here: cell count, cytotoxicity flag;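 cells counted across two imaged fields per well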
T cell HTS vesicle-bound % = second read-out of T cell HTS, no call of its own (marks repeat the call); double positive events, %; measured here: CD8+ vesicle-bound cell fraction;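 binding gate set so that unloaded-vesicle control wells show 10% double positive cells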
NTR1 agonist cell count 20 µM = recorded beside NTR1 agonist, whose call it bears; cell count; measured here: cell count, cytotoxicity flag
Starred values were filed as active, the others as inactive; i = inactive; u = inconclusive; x = not tested or not shown; & = joins results of further samples. Some of the compounds tested; rates above refer to the full screens.

SMILES	GPR55 antagonists	Hep lipid drop	Hep lipid drop cells 6.5 µM	GPR35 arrestin U2OS	T cell HTS	T cell HTS vesicle-bound %	Rac1 GTP hydrolysis	SV40 large T antigen	NTR1 agonist	NTR1 agonist cell count 20 µM	LYP phosphatase	GPR55 beta-arrestin
CCn1c(=O)n(CC)c2cc([N+](=O)[O-])c(N3CCNCC3)cc21	8.1%	15.4	759	19.0%	i	47.4	7.0%	1.7%	3.1	64	1.2%	-0.3%
CN1C2CCC1CC(OC(=O)c1ccc(Cl)cc1)C2 (stereo unspecified)	-7.1%	x	x	-7.9%	i	51.8	3.6%	-1.1%	0.6	57	-12.8%	-0.1%
C=CCn1c(O)c(/C(C)=N/N2CCCCC2)c(=O)[nH]c1=O	-7.0%	5.0	641	8.0%	i	31.8	9.0%	5.5%	-0.4	50	-9.5%	-0.3%
COCc1cc(OC(=O)N(C)C)nc(-c2ccccc2)n1	5.1%	-26.3	704	-13.5%	i	38.3	x	3.9%	-0.2	46	-1.8%	-0.1%
Cc1ccc(S(=O)(=O)NCCC(=O)Nc2ccc(Cl)cc2C(=O)c2ccccc2)cc1	6.3%	-9.3	593	-2.0%	i	41.8	10.5%	9.8%	5.8	81	-1.9%	-0.1%
Cc1ccc(N2Cc3ccccc3C2=N)cc1[N+](=O)[O-]	5.3%	2.5	729	2.6%	i	55.2	3.5%	9.7%	0.1	37	-1.3%	0.3%
CCOC(C[n+]1c(-c2ccccc2)cc(C)cc1-c1ccccc1)OCC	x	x	x	x	i	47.1	10.6%	5.2%	7.6	89	x	x
CC1CCC(NCCc2ccc3c(c2)OCO3)CC1 (stereo unspecified)	7.4%	x	x	-10.2%	i	17.5	13.6%	13.4%	2.7	55	-5.2%	-0.3%
CC(=O)Nc1ccccc1C(=O)OCc1ccccc1F	5.6%	5.4	666	-8.2%	i	29.2	3.9%	-21.7%	1.1	74	-7.9%	-0.1%
Cc1ccc2cc(C=C(C#N)C#N)c(Cl)nc2c1	3.4%	-12.9	441	15.8%	i	28.1	16.4%	11.0%	1.4	41	-2.6%	0.3%
CC(=NCCN1CCOCC1)c1c(O)n(-c2ccccc2C)c(=O)[nH]c1=O	12.3%	x	x	4.1%	i	21.4	3.5%	15.8%	0.4	80	-2.2%	-0.1%
Cc1c(C(=O)c2cccc3ccccc23)c2cccc3c2n1[C@H](CN1CCOCC1)CO3	x	x	x	x	i	20.9	0.9%	1.5%	6.4	61	x	x
O=C(N[C@H]1CP(=O)(Oc2ccccc2)O[C@H](COCc2ccccc2)[C@H]1O)C(Cl)(Cl)Cl (stereo partly specified)	-2.8%	-0.7	714	3.6%	i	34.6	10.3%	13.0%	-0.2	54	-11.0%	0.0%
N[C@@H](Cc1c[nH]c2ccccc12)c1nnc(SCc2ccccc2)o1	3.6%	x	x	4.8%	i	16.7	2.3%	-1.2%	0.3	95	-6.8%	-0.1%
O=P(Oc1ccccc1)(Oc1ccccc1)C(Nc1ccccc1)c1ccccc1 (stereo unspecified)	15.6%	-41.0	664	0.0%	i	1.7	-7.8%	1.9%	21.0	76	-5.3%	-0.2%
COCCCn1c(N)c(C(=O)OC(C)COC)c2nc3ccccc3nc21 (stereo unspecified)	1.1%	7.0	703	2.9%	i	35.6	2.2%	-15.8%	0.3	36	-27.1%	0.2%
O=C(CNC(=O)c1ccc(Br)cc1)Nc1ccc(Br)cc1C(=O)c1ccccc1	2.6%	-7.1	694	1.6%	i	35.8	1.4%	13.7%	2.1	84	3.9%	0.2%
Cc1ccc(S(=O)(=O)N(C)CCCC(=O)N2CCN(c3ccccn3)CC2)cc1	13.5%	x	x	-0.1%	i	13.2	9.3%	11.3%	0.2	34	7.9%	0.2%
CCOC(=O)CCCCCNC(=O)c1c(O)[nH]c(=O)[nH]c1=O	x	x	x	x	i	26.6	3.5%	0.2%	-2.0	71	x	x
FC(F)(F)c1ccc(NC2=NCCCS2)cc1	8.9%	-1.3	849	-4.2%	i	45.9	0.2%	6.9%	-0.1	89	-5.1%	0.0%
CC(O)(CS(=O)(=O)c1ccc(F)cc1)C(=O)Nc1ccc(C#N)c(C(F)(F)F)c1 (stereo unspecified)	0.0%	-37.7	741	-11.0%	i	22.8	x	19.2%&4.5%	0.6	64	-6.6%	-0.5%
Cc1ccn2nc(S(=O)(=O)Nc3c(F)cccc3F)nc2n1	10.2%	12.7	590	14.5%	i	21.5	4.4%	19.6%	3.8	48	-0.8%	0.2%
O=c1[nH]c(O)c(/C=C2\C=Nc3ccc(OCc4ccccc4)cc32)c(=O)[nH]1	12.7%	x	x	8.2%	i	60.3	15.2%	9.9%	3.1	56	-11.6%	-0.1%
CNC(=S)N(C)CCc1cc2c(c(OC)c1/C=C1/C(=O)NC(=O)N(C)C1=O)OCO2	5.4%	-8.2	725	15.2%	i	31.4	7.1%	11.5%	-0.3	53	-2.2%	0.5%
COc1cccc(C(=O)C2CCCN(C3CCOCC3)C2)c1 (stereo unspecified)	2.8%	-0.8	726	0.7%	i	49.8	3.2%	2.9%	-1.0	107	-6.5%	-0.1%
Cc1ccccc1CN1CCN(Cc2ccccc2)CC1	-4.2%	-9.1	648	-6.0%	i	58.4	-17.5%	29.4%	-1.3	72	-5.6%	0.5%
CCCC12CN3CC(CCC)(CN(C1)C3c1ccccn1)C2=O (stereo unspecified)	18.0%	21.0	751	-7.3%	i	19.9	2.7%	2.0%	1.9	77	-5.3%	0.0%
COc1cc2c3c(c1OC)-c1cc(O)ccc1CC3NCC2 (stereo unspecified)	6.9%	6.0	804	3.0%	i	54.8	-0.5%	5.9%	-0.9	49	-10.7%	0.2%
CN(C)CCc1nc2ccccc2c(=O)n1-c1ccccc1	5.4%	-14.0	602	-1.2%	i	53.3	x	11.0%	1.3	56	-3.0%	-0.1%
CN1CCN(c2nc3ccccc3c(=O)n2-c2ccccc2)CC1	5.9%	15.2	669	-0.2%	i	23.3	-1.9%	-0.9%	-0.7	66	-4.2%	-0.1%
COP(=O)(OC)C1(Nc2ccc(C)cc2)CCCCC1	5.0%	-26.0	746	0.6%	i	24.9	1.7%	8.5%	1.6	59	-7.7%	-0.1%
O=C(/C=C/C=C/c1ccccc1)CC1(O)C(=O)Nc2ccccc21 (stereo unspecified)	3.3%	10.6	704	6.8%	i	2.0	-4.7%	1.5%	1.3	51	0.3%	0.0%
O=C(Cc1ccc(N(CCCl)CCCl)cc1)NC(Cc1ccc(Cl)cc1)C(=O)O (stereo unspecified)	-8.9%	1.4	838	-6.9%	i	53.9	3.8%	7.6%	0.6	60	-6.5%	-0.2%
Cc1ccccc1OCCN=Cc1c(O)n(C)c(=O)n(C)c1=O	1.9%	x	x	-4.1%	i	45.5	9.9%	-12.6%	-0.4	85	-4.7%	0.2%
COc1ccc(C(O)c2cc(OC)ccc2OP(=O)(N(C)C)N(C)C)cc1 (stereo unspecified)	6.8%	-4.5	651	2.0%	i	28.5	-3.1%	5.0%	1.4	51	-3.4%	-0.4%
Nc1ccccc1C(=O)OCC(=O)N1CCc2ccccc21	11.1%	1.6	776	-15.8%	x	x	11.6%	4.8%	1.0	62	-6.8%	0.0%
CCCC(C)C1(CC)C(=O)NC(=Nc2ccccc2)NC1=O (stereo unspecified)	10.5%	-6.4	784	-5.7%	i	22.4	2.1%	9.8%	0.5	82	-5.7%	-0.3%
OC1(c2ccc(F)cc2)CC2CCC(C1)N2Cc1nnnn1C1CCCC1 (stereo unspecified)	12.3%	x	x	19.5%	i	34.0	0.3%	8.3%	-0.6	44	-6.1%	0.2%
O=C1CCCC2=C1C(c1cccnc1)Nc1ccccc1N2 (stereo unspecified)	9.0%	x	x	-5.8%	i	35.0	11.7%	18.6%	-2.3	96	-4.7%	0.9%
Cc1cc(O)c(CN2CC=C(c3ccccc3)CC2)cc1C(C)C	4.2%	-6.1	811	1.5%	i	25.8	3.6%	4.4%	-0.3	62	-2.9%	-0.1%
C[N+]1(C)CCOC(O)(c2ccc(-c3ccc(C4(O)C[N+](C)(C)CCO4)cc3)cc2)C1 (stereo unspecified)	9.9%	-11.8	707	0.3%	i	19.1	11.8%	-3.1%	1.7	38	-5.0%	-0.1%
Cc1ccc(C2(O)CCN3CCCCC32)cc1 (stereo unspecified)	-3.1%	x	x	12.9%	i	32.7	-0.6%	u	-1.7	48	-8.0%	0.5%
C=CCN1C(=O)NC(=O)/C(=C/c2ccoc2)C1=O	7.4%	19.8	680	-3.1%	i	46.3	15.4%	10.6%	0.4	52	-10.4%	-0.3%
CN1CCC2(O)OCCCC2C1 (stereo unspecified)	11.0%	1.7	697	14.6%	i	13.3	6.8%	-1.5%	-1.1	73	-10.3%	0.0%
